Assay outcomes from PubChem BioAssay.
MEKK2mut PB1 HTS = signal of MEK5 binding to mutant human MEKK2 PB1 domain; bead flow cytometry, Alexa488-MEK5 binding to MEKK2 mutant; percent response, % at 10 µM; 290,000 compounds, 0.35% hits; AID 1530; in the data active = percent response above about 24%, passing the limit was not always enough; also: inactives centre near 1; some results filed as inactive read as strong as hits; reference of the scale not given here
OXTR ag = human OXTR agonism; CHO-OTR cells, Fluo-8 calcium fluorescence; normalized: DMSO 0%, oxytocin 100%; activation, % at 3 µM; 320,000 compounds, 0.32% hits;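 active = activation above the mean of all tested compounds plus 3 SD, cutoff set per screening run, cut at about 20% in these data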;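 also: peak over basal fluorescence ratio from a 100 s FLIPR kinetic read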
Target sequence (P30559 whole entry, looked up): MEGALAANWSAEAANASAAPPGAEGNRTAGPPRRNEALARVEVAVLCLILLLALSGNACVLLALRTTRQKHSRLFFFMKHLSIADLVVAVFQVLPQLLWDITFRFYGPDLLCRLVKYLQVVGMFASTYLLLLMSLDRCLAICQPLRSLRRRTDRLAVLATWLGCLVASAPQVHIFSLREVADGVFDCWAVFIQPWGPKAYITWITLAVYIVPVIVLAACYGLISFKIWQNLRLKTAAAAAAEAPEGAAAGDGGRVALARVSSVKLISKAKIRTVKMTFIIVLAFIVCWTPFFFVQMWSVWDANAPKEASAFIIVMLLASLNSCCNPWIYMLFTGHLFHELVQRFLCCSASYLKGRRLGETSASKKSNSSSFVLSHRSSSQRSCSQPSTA
M18AAP inhibitor = PfM18AAP enzyme inhibition. inhibition, % at 7.35 µM. recombinant PfM18AAP, H-Glu-NHMec fluorogenic cleavage. 290,000 compounds, 1.2% hits. AID 1822;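 active = inhibition above the campaign mean inhibition over all tested compounds plus 3 SD, cut at about 28% in these data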;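 also: 0% = plate median of test compound wells and 100% = 2 mM ZnCl2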
NALP1 inh = NALP1 inhibition; S. cerevisiae NALP1/ASC/caspase-1 growth, X-gal OD620, 72 h; inhibition, % at 10 µM; 280,000 compounds, 0.61% hits; AID 2071; in the data active = inhibition mostly above about 24%, no sharp cut-off; inactive = mostly below about 32%; also: some compounds called inactive have numbers as strong as hits
GPR7 antag = blocks human GPR7 receptor signaling | inhibition, % at 4.4 µM | GPR7-expressing cells, fluorescence antagonist assay | 290,000 compounds, 1.1% hits; in the data active = inhibition above about 16%, passing the limit was not always enough;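 also: cells stimulated with the agonist NPW; 0% = agonist with vehicle and 100% = vehicle without agonist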
Target sequence (P48145 whole entry, looked up): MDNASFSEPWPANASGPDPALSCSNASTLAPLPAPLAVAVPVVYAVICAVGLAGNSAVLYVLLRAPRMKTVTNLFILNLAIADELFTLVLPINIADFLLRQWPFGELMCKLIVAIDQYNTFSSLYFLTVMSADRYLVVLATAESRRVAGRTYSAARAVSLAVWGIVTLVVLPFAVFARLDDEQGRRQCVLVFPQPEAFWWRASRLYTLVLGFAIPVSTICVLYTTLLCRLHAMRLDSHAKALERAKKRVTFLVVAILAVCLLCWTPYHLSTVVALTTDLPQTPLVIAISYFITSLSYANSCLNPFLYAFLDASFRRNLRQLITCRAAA
MEKK2wt PB1 HTS = raises or lowers MEK5 binding to wildtype human MEKK2 PB1 domain. Q9Y2U5. bead flow cytometry, Alexa488-MEK5 binding to MEKK2 WT; actives lie on both sides. binding response (% of control), % at 10 µM. 290,000 compounds, 1.1% hits; in the data active = binding response below about 67% or above about 130%
FID counter = counter-screen for HCV NS3 helicase inhibitors: DNA intercalator displacement. DNA fluorescent intercalator displacement, fluorescence. inhibition, % at 7.9 µM. 290,000 compounds, 0.17% hits; in the data active = inhibition above about 37%;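 also: 0% = vehicle and 100% = reference compound; higher means more ethidium bromide displaced from hairpin DNA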
MEKK3 PB1 HTS = MEKK3-MEK5 PB1 interaction, increase or decrease. Q99759. bead-based flow cytometry, Alexa488-MEK5 binding to MEKK3; actives lie on both sides; 0 = blocked by unlabeled MEK5, 100 = vehicle. binding response (% of control), % at 10 µM. 290,000 compounds, 1.4% hits. AID 1529;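 active = binding response more than 3 SD above or below the average of its plate-row segment, actives on both sides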;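 also: Alexa488 bead fluorescence after subtracting the streptavidin-only scavenger bead signal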
PHOSPHO1 block = inhibitors of human PHOSPHO1 phosphatase | inhibition, % at 13.3 µM | 290,000 compounds, 1.1% hits | recombinant PHOSPHO1, absorbance phosphatase assay; in the data active = inhibition above about 60%
Target sequence (Q8TCT1 whole entry, looked up): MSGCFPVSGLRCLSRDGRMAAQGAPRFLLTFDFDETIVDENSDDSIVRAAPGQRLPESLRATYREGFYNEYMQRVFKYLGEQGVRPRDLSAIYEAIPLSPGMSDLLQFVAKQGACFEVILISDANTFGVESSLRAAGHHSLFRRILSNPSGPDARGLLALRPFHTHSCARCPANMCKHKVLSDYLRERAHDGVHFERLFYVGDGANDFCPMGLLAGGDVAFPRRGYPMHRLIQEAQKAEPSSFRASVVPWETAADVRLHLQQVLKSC
* marks the source's active call; other numbers are inactive results; · = no result given. No enrichment for hits; about 6.2% have a hit in one of these screens.

SMILES	MEKK2mut PB1 HTS	OXTR ag	M18AAP inhibitor	NALP1 inh	GPR7 antag	MEKK2wt PB1 HTS	FID counter	MEKK3 PB1 HTS	PHOSPHO1 block
Cn1c2ccccc2c2ncn(CCCN3CCOCC3)c(=O)c21	1.0	-0.3	-9.4	0.9	-12.3	98.0	2.0	98.0	18.0
Cc1ccc(-c2cc(-c3ccco3)c(C#N)c(=O)[nH]2)cc1	-26.0	-0.7	-10.5	·	-5.6	87.0	-27.1	86.0	26.8
O=C(Cc1cccs1)Nc1cccc(-c2ccc3nncn3n2)c1	-11.0	-0.5	5.4	-11.7	-1.1	81.0	-1.4	92.0	29.8
CS(=O)(=O)N(CC(=O)N1CCN(Cc2ccccc2)CC1)c1cccc(Cl)c1	3.0	1.6	-10.2	5.9	13.6	102.0	-20.5	103.0	27.0
Cc1ccc(C2(O)CN(c3ccccc3)C3=[N+]2CCS3)cc1 (stereo unspecified)	19.0	-1.2	0.5	34.1	-2.1	100.0	-6.5	101.0	-31.1
COc1ccc(-c2csc(NC(=O)CSc3nc(C)nc4sc(C(=O)O)c(C)c34)n2)cc1	5.0	0.1	6.9	-1.7	-3.6	103.0	-18.9	100.0	11.5
COc1ccc(Cn2nnnc2C(c2ccccc2Cl)N2CCN(C3CCCC3)CC2)cc1 (stereo unspecified)	-2.0	·	-0.4	26.6	11.8	104.0	12.9	102.0	-0.8
CSc1nc(=O)n(-c2ccccc2)c(C)c1C(C)=O	-1.0	1.5	1.1	7.9	-5.1	102.0	-2.0	99.0	-11.6
Cc1cc(C)n2[nH]c(=O)c(N=Nc3ccccc3)c2n1	5.0	-0.6	-5.2	43.3	6.2	101.0	0.1	101.0	23.8
Cc1c(C#N)c(O)n(CCO)c(=O)c1N=Nc1ccc(S(N)(=O)=O)cc1	5.0	2.1	35.5*	3.4	-26.1	101.0	1.2	100.0	11.1
CCCCn1c(-c2sccc2C)n[nH]c1=S	1.0	-0.8	32.0*	-10.8	-14.0	103.0	-4.1	101.0	-94.7
O=c1c2ccccc2ncn1/N=C/c1ccccc1	4.0	0.1	1.1	21.5	-11.5	106.0	-0.2	104.0	·
Fc1c(F)c(F)c(NC2=NCCCCC2)c(F)c1F	3.0	-0.5	4.4	12.3	-16.1	102.0	-5.5	100.0	26.5
O=C(Nc1ccc(N2CCOCC2)c(Cl)c1)c1cccc(F)c1	10.0	-0.4	-2.2	22.3	5.1	113.0	-7.5	113.0	19.2
COc1ccccc1C(=O)NCCCNC(=O)c1cccnc1	-5.0	0.9	-7.1	-0.3	1.2	96.0	-8.1	100.0	26.1
CCOC(=O)/C=C1\SCC(=O)N1CC(=O)NCCc1ccc(F)cc1	-7.0	0.3	0.8	2.1	-4.5	90.0	-1.5	98.0	-10.2
CCOc1cc(C(=O)N=c2sccn2C)ccc1OC(F)F	13.0	-1.5	-4.0	5.0	-3.9	104.0	-19.3	104.0	23.3
Nc1nc(-c2ccc(Cl)cc2)nn1C(=O)c1ccco1	-2.0	0.4	-2.0	2.6	-6.9	98.0	0.7	101.0	8.0
CN(C)C(CNC(=O)c1cc2ccccc2oc1=O)c1ccccc1 (stereo unspecified)	8.0	0.1	6.1	13.2	0.6	109.0	-3.2	107.0	23.0
Cc1ccc(SC(C)C(=O)NC(N)=O)c(C)c1 (stereo unspecified)	-3.0	-0.3	1.9	2.8	8.1	95.0	-5.9	103.0	24.9
COC1(NC(=O)c2ccccc2)C(C)=CC(=O)C=C1C	-4.0	-0.3	-12.8	-12.0	-5.4	99.0	4.9	102.0	9.4
Cc1ccc(S(=O)(=O)NCCCOC(=O)Nc2ccncc2)cc1	2.0	3.5	1.8	12.1	-8.0	104.0	2.3	102.0	12.9
COc1cc(NC(=O)c2ccco2)c(OC)cc1NC(=O)Nc1ccc(Cl)cc1	-9.0	-1.9	-4.7	-3.1	-18.4	84.0	5.6	81.0	11.4
Cc1cccc(CN(C(=S)Nc2c(C)cccc2C)c2cccnc2)c1	-2.0	-0.6	19.1	2.2	-16.9	94.0	-3.5	99.0	4.5
CCc1ccc(NC(=O)C2CCCN2c2nn3c(=O)cc(C)nc3s2)cc1 (stereo unspecified)	0.0	-0.1	3.4	-10.7	-4.1	97.0	-9.9	96.0	22.8
CC1Cc2ccccc2N1S(=O)(=O)c1cccc2nsnc12 (stereo unspecified)	4.0	-1.5	5.2	21.9	-23.1	100.0	-5.2	102.0	19.2
CC(C)N(Cc1ccccc1)C(=S)Nc1cccnc1	1.0	0.7	6.8	-15.5	5.8	106.0	-4.1	104.0	29.9
O=S(=O)(c1ccc(F)cc1)N1CCN(Cc2ccccc2C(F)(F)F)CC1	3.0	-1.8	0.1	16.0	-13.9	107.0	0.4	103.0	-13.3
COc1ccc(CN2CCC(C)CC2)cc1OCc1ccccc1	8.0	·	-3.0	15.1	-7.4	105.0	2.9	103.0	13.8
NC(=O)[C@@H]1CCCNc2c(I)cc([N+](=O)[O-])cc2C(=O)N[C@@H](CO)C(=O)N[C@@H](Cc2ccc(O)cc2)C(=O)N1	6.0	-0.5	5.8	5.1	-4.9	99.0	-2.3	103.0	-1.4

3 entries out of the list above, arranged by the number in PHOSPHO1 block, descending:
Compound	PHOSPHO1 block
CC(C)N(Cc1ccccc1)C(=S)Nc1cccnc1	29.9
CC1Cc2ccccc2N1S(=O)(=O)c1cccc2nsnc12 (stereo unspecified)	19.2
COc1cc(NC(=O)c2ccco2)c(OC)cc1NC(=O)Nc1ccc(Cl)cc1	11.4

Rewritten in CSV form: five of the compounds above.
Molecule,MEKK2mut PB1 HTS,OXTR ag,M18AAP inhibitor,NALP1 inh,GPR7 antag,MEKK2wt PB1 HTS,FID counter,MEKK3 PB1 HTS,PHOSPHO1 block
Cc1ccc(S(=O)(=O)NCCCOC(=O)Nc2ccncc2)cc1,2.0,3.5,1.8,12.1,-8.0,104.0,2.3,102.0,12.9
COc1cc(NC(=O)c2ccco2)c(OC)cc1NC(=O)Nc1ccc(Cl)cc1,-9.0,-1.9,-4.7,-3.1,-18.4,84.0,5.6,81.0,11.4
Cc1cccc(CN(C(=S)Nc2c(C)cccc2C)c2cccnc2)c1,-2.0,-0.6,19.1,2.2,-16.9,94.0,-3.5,99.0,4.5
CCc1ccc(NC(=O)C2CCCN2c2nn3c(=O)cc(C)nc3s2)cc1 (stereo unspecified),0.0,-0.1,3.4,-10.7,-4.1,97.0,-9.9,96.0,22.8
CC1Cc2ccccc2N1S(=O)(=O)c1cccc2nsnc12 (stereo unspecified),4.0,-1.5,5.2,21.9,-23.1,100.0,-5.2,102.0,19.2

Following part.
SMILES	MEKK2mut PB1 HTS	OXTR ag	M18AAP inhibitor	NALP1 inh	GPR7 antag	MEKK2wt PB1 HTS	FID counter	MEKK3 PB1 HTS	PHOSPHO1 block
O=C(COC(=O)c1cccc(-n2cnnn2)c1)c1ccccc1	4.0	1.3	2.5	-5.4	2.5	105.0	-10.7	102.0	22.6
Clc1nnc2ccc(-c3ccccc3)nn12	-4.0	1.2	-2.8	27.3	2.1	96.0	4.8	95.0	-5.4
CCCCN(C)Cc1c(O)ccc2c(-c3ccccc3)cc(=O)oc12	2.0	-1.0	2.5	18.0	-11.5	100.0	8.9	97.0	3.5
CCOCCCNC(=O)C(NC(=O)c1ccc(=O)[nH]c1)c1ccc(Cl)cc1 (stereo unspecified)	12.0	0.5	-4.6	38.8*	-12.6	106.0	-4.2	108.0	26.6
O=C(Nc1ccc2c(c1)OCCO2)c1ccccn1	-11.0	-0.4	0.5	-16.4	-14.1	78.0	-7.4	69.0	19.2
CC(O)CN(Cc1cccc(Cl)c1)CC(C)O (stereo unspecified)	3.0	·	-1.2	6.3	2.6	99.0	8.0	91.0	19.9
Fc1ccccc1OCCCn1ccnc1	11.0	1.4	2.7	8.6	-12.5	112.0	1.9	108.0	24.7
CCOC(=O)c1c(NC(=O)c2cccs2)sc(C)c1CC	3.0	-1.0	-3.5	2.8	1.6	101.0	-4.9	105.0	2.8
CCNC(=O)NC(=O)C(C)OC(=O)CCCc1nc2ccccc2s1 (stereo unspecified)	-6.0	-0.6	-5.3	1.2	6.4	100.0	-30.1	100.0	2.2
Cc1ccccc1C(=O)c1cccn1CC(=O)NCCCN1CCCCC1	2.0	-0.7	-5.8	23.2	-12.4	103.0	5.1	99.0	29.3
CCN(CC)CCNc1cc(C)nc2c1C(=O)C(=O)C=C2N1CCCCC1	-5.0	-0.1	10.8	12.1	-7.4	90.0	12.5	96.0	-14.7
O=C(Cc1ccccc1[N+](=O)[O-])NCCc1ccc(F)cc1	7.0	-0.9	-0.4	5.0	-26.0	101.0	0.8	102.0	35.6
O=C(NCCN1CCN(c2ccccc2)CC1)C1CCN(S(=O)(=O)c2cccc3nsnc23)CC1	9.0	-0.3	-17.4	8.6	-10.6	108.0	1.0	106.0	-12.4
CC1(C)C(=O)C2(CCCCC2)C(=O)OC1c1cccn1-c1ccc([N+](=O)[O-])cc1 (stereo unspecified)	0.0	-0.8	1.3	12.6	-3.6	107.0	-0.1	133.0*	9.0
COc1ccc(-c2noc(CNC(=O)CCCN3C(=O)[C@H]4CC=CC[C@H]4C3=O)n2)cc1	2.0	2.9	-10.9	3.0	4.0	100.0	-36.9	102.0	22.4
O=C(NC(=S)Nc1ccc(N2CCCCC2)cc1)c1cccs1	7.0	2.3	4.8	32.8	-9.0	105.0	-4.7	107.0	28.1
Oc1[nH]c2ccccc2c1N=Nc1ccccc1	3.0	0.4	-11.6	·	-11.5	115.0	3.1	116.0	19.9
COc1cc2c(cc1OC)CN(CC(=O)Nc1cccc([N+](=O)[O-])c1)CC2	10.0	-0.5	23.4	9.7	-0.7	110.0	3.0	108.0	11.4
O=C1CN(C(=O)COC(=O)C23CC4CC(CC(O)(C4)C2)C3)c2ccccc2N1	3.0	0.5	4.8	-2.4	1.4	102.0	-28.0	102.0	-6.8
O=C(N/N=C/C=C/c1ccc2c(c1)OCO2)C(O)c1ccccc1 (stereo unspecified)	-12.0	-0.2	3.7	·	-3.5	101.0	-13.6	97.0	12.9
CN(C)CCOc1nc(-c2ccccc2)nc2c1oc1ccccc12	13.0	7.9	0.8	-20.8	0.7	128.0	25.9	109.0	-6.0
CCNC(=S)NCc1ccc2c(c1)OCO2	34.0	0.2	1.8	24.5	-2.7	93.0	-0.5	102.0	7.1
CCCCNC(=O)c1nnn(-c2ccccc2)c1N	1.0	-1.2	11.6	-64.2	-11.7	95.0	-0.6	99.0	-26.0
CC1CN(C(=O)c2cn3ccccc3n2)CC(C)O1 (stereo unspecified)	3.0	0.9	0.3	-3.6	-9.6	99.0	-0.9	99.0	9.2
CCOc1ccc(C(=O)Nc2ccc(NC(=O)c3ccco3)c(Cl)c2)cc1Br	1.0	0.6	-0.2	11.5	-11.7	100.0	-4.0	99.0	41.9
C#CCn1c(=NC(=O)c2cc(-c3cccs3)nc3ccccc23)sc2cc(S(N)(=O)=O)ccc21	-2.0	-0.8	-17.8	30.0	-6.0	82.0	0.8	93.0	0.3
CC(=O)c1cc(-c2ccccc2)n(CC(=O)Nc2cccc(C)c2C)c1C	-3.0	-0.4	-9.9	32.4	15.4	87.0	0.8	83.0	-2.2
CCOC(=O)c1sc(NC(=O)C2CCC2)cc1C	-2.0	-2.7	1.0	5.9	-4.5	96.0	-6.4	95.0	21.0
N/C(=N\OC(=O)c1ccc(Cl)cc1)c1ccccn1	-3.0	-1.3	-5.0	11.5	11.0	97.0	-2.7	98.0	1.5
CCOC(=O)CSc1nc(-c2ccccn2)ncc1OC	0.0	0.2	-11.6	5.0	1.3	98.0	-8.0	107.0	20.2
CC(=O)Nc1ccc(N2C(=O)CSC2c2ccccc2[N+](=O)[O-])cc1 (stereo unspecified)	2.0	1.2	1.2	-5.4	-17.8	100.0	0.8	100.0	-12.7
Cc1ccc(Nc2nc(-c3ccc(C)cc3)c(CC(=O)O)s2)cc1	2.0	0.2	14.3	24.3	-16.4	100.0	-5.5	103.0	24.4
CCOc1ccc(S(=O)(=O)NN)cc1	11.0	-1.1	-80.3	17.7	-4.9	110.0	1.0	105.0	92.4*
